# JMJD2C inh: inhibitors of GASC-1 histone demethylase, primary screen, biochemical, fluorescence, DELFIA europium; Lysine-specific demethylase 4C (Homo sapiens), Q9H3R0; GST-JMJD2C(1-420) H3K9me3 demethylation; inhibition, % at 2.35 µM; hit rate 0.069% among 330,000;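 active = more than half of a compound's replicate wells show inhibition beyond 50%, single wells judged on their own value; inconclusive = some, but no more than half, of replicates pass 50% inhibition; inactive = no replicate passes 50% inhibition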;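 note: signal counts dimethyl H3K9 product captured on neutravidin plate; 0% = median of DMSO wells and 100% = 0.3 times that DMSO median; strong numbers were not always called active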
# Target sequence (Q9H3R0 1-420 limits assumed): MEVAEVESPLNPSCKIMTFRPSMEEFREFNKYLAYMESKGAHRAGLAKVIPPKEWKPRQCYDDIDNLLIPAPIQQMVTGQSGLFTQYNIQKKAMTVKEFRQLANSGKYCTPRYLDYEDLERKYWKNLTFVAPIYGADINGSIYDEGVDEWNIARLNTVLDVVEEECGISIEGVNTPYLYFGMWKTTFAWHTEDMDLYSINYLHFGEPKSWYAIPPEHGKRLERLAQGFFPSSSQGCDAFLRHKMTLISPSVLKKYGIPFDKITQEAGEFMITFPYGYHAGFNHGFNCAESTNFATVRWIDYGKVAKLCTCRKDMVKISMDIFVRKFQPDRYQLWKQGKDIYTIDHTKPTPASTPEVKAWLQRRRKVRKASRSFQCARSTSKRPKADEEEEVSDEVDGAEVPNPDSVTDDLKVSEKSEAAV
# Yeast superoxide: reduction of superoxide in aged yeast, primary screen, HTS; S. cerevisiae aged cells, superoxide DHE fluorescence; hits give low values; superoxide response (% of plate mean), % at 10 µM; hit rate 0.18% among 330,000; AID 2690, 2010;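 active = superoxide response under a set limit, about three screen SD below normal, cut at about 65% in these data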;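 note: yeast aged for seven days with compound at 30 °C before DHE staining; 100% = average MFI of all compound-treated wells on the plate with controls excluded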
# PP5 primary: PP5 phosphatase inhibitors, primary screen, biochemical, fluorescence; inhibition, % at 6.7 µM; hit rate 0.18% among 320,000; purified PP5c, OMFP substrate fluorescence; Serine/threonine-protein phosphatase 5 (Homo sapiens), P53041;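 active = inhibition above the campaign's mean inhibition across all tested compounds plus 3 SD, cut at about 9.5% in these data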;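 note: 0% = DMSO only and 100% = 100 µM cantharidin control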
# EBNA-1 inh: EBNA-1 DNA-binding inhibitors, primary screen, biochemical, fluorescence polarization. inhibition, % at 14.8 µM. hit rate 0.34% among 300,000; in the data active = inhibition above about 28%
# HCV core dimer: inhibitors of HCV core protein dimerization, primary screen, biochemical, TR-FRET, high-throughput. TR-FRET GST/Flag-core106 dimerization, 1536-well. inhibition, % at 5 µM. hit rate 0.33% among 300,000;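 active = inhibition above the mean of all tested compounds plus 3 SD, set per screening campaign, cut at about 45% in these data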
#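 Test system: GST/Flag-tagged HCV core106 proteins; Medium: KF-containing HEPES buffer, pH 7.45, DTT, CHAPS, BSA; Times: compound-protein-antibody incubation 4 h at 22.5 °C; Detection: TR-FRET 671 and 617 nm emission; Benchmarks: wells lacking GST-core106 and wells with excess unlabelled core106.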
# ZTA DNA inh: ZTA (EBV) inhibition in EBNA-1 counter-screen. hit rate 0.15% among 320,000. AID 2234. inhibition, % at 11 µM. ZTA-DNA binding, fluorescence polarization; in the data active = inhibition above about 33%
# Target sequence (P03206 whole entry, looked up): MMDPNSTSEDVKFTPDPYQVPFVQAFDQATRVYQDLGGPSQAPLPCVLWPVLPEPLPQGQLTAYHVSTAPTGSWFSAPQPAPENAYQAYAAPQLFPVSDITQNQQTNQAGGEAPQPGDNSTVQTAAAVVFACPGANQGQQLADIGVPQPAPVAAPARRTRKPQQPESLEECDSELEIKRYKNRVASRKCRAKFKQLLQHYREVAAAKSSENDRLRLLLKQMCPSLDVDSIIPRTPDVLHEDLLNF
# TPT1 inh: Candida albicans TPT1 enzyme inhibitors, primary screen, biochemical, fluorescence polarization | tRNA 2'-phosphotransferase TPT1 (Candida albicans SC5314) | recombinant caTPT1, FP RNA substrate dephosphorylation | inhibition, % at 5 µM | hit rate 0.81% among 300,000;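 active = inhibition above the mean of all tested compounds plus 3 SD, set per screening campaign, cut at about 24% in these data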;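 note: plate controls were DMSO alone for no effect and ferristatin control at 100 nM for full effect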
# PP1 counter: PP1-alpha phosphatase inhibitors, primary screen, counter-screen for PP5 inhibitor project, biochemical, fluorescence, OMFP substrate, single point | Serine/threonine-protein phosphatase PP1-alpha catalytic subunit (Homo sapiens), P62136 | inhibition, % at 6.7 µM | hit rate 0.9% among 320,000 | AID 2235, 2010 | purified PP1alpha;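 active = inhibition above the mean inhibition of all tested compounds plus 3 SD, computed separately for each screening campaign, cut at about 15% in these data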
# Target sequence (P62136 whole entry, looked up): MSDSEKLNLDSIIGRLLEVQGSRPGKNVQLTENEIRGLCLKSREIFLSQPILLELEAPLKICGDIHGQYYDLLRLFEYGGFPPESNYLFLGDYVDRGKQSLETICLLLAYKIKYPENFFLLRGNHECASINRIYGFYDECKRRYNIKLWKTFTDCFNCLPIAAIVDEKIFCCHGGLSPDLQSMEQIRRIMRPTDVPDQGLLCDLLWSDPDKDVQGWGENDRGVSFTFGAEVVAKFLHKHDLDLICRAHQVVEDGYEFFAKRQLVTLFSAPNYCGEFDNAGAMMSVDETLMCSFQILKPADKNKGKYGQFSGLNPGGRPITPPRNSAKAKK
# CTSL1 counter: Fasciola hepatica cathepsin L1 inhibitors, primary screen, counter-screen for PFM18AAP inhibitor project, biochemical, QFRET, fluorogenic peptide substrate | hit rate 0.49% among 300,000 | inhibition, % at 5.96 µM | recombinant F. hepatica cathepsin L1, Z-Leu-Arg-MCA fluorescence;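 active = inhibition above the mean of all tested compounds plus 3 SD, set per screening campaign, cut at about 17% in these data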;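 note: 0% = plate median of test compound wells and 100% = 1 µM Z-Phe-Ala-diazomethylketone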
# * marks the source's active call; other numbers are inactive results; ? = inconclusive; nt = no result given; & = joins results of further samples. Not a hit list. Share with any hit: about 3.1%.
SMILES	ZTA DNA inh	PP5 primary	TPT1 inh	HCV core dimer	CTSL1 counter	EBNA-1 inh	PP1 counter	JMJD2C inh	Yeast superoxide
Nc1ccc2nc(-c3ccc(-c4nc5ccc(N)cc5[nH]4)cc3)[nH]c2c1	-24	2.2	6	-27	-2	-17	7	-2	89
CC(=O)c1c(O)cc(O)cc1CC(=O)O	10	0.0	-9	0	-2	4	-2	13	102
O=C(Nc1ccc2c(c1)OCCO2)c1ccc(Cl)c(Cl)c1	9	4.6	0	0	0	8	2	-9	97
Cc1cc2nc(NCCCO)n(CC(=O)c3cc(C(C)(C)C)c(O)c(C(C)(C)C)c3)c2cc1C	2	6.2	0	-1	5	7	10	-10	107
C/C=C(\C)C(=O)O[C@H](c1cc2ccc(=O)oc2cc1OC)[C@@H](O)C(C)(C)O	-4	2.5	nt	nt	nt	nt	-5	3	102
COC(=O)[C@@H](NCc1cccc(CN[C@H](C(=O)OC)c2ccccc2)c1)c1ccccc1	-12	-1.6	-1	-6	-1	6	2	?	104
CC(C)c1ccc(NC(=O)C(c2ccccc2)N(C)C(=O)c2cnccn2)cc1 (configuration not stated)	16	5.5	-1	2	-3	3	-1	-43	101
CCCn1nc(NC(=O)c2ccco2)c2cc3ccccc3nc21	4	0.8	0	-5	3	13	-1	-2	90
O=C(OCc1ccc2c(c1)OCO2)c1ccc(S(=O)(=O)N2CCCC2)cc1	7	0.4	-5	3	0	6	2	6	108
COc1cccc(/C=C2\C(=O)C(=O)c3ccccc32)c1	-8	0.5	3	2	3	6	-2	-5	105
CC1CSc2ccccc2NC1=S (configuration not stated)	-10	0.2	1	2	0	7	2	-2	103
COCC(=O)NCCSc1c(C)[nH]c2ccccc12	-10	3.6	-1	-17	-4	-10	-1	-1	102
COc1cccc(OC)c1OCCOCCn1cnc2ccccc2c1=O	-6	1.6	-2	0	-1	-11	-4	1	102
CCOC(=O)C1CCN(S(=O)(=O)c2ccc(NC(=O)OC)cc2)CC1	-15	-6.1	-6	0	5	-1	-4	2	96
CCCn1nc(Oc2nc(NC(C)C)nc(N(C)C)n2)ccc1=O	-6	1.6	-5	-5	1	-11	-2	-7	94
CCC1(c2ccccc2)NC(=O)N(CC(=O)c2ccc3c(c2)OCO3)C1=O (configuration not stated)	21	1.0	2	-3	6	1	-3	3	88
COCCn1c(NC(=S)NC(=O)C2CC2)cc(=O)[nH]c1=O	-7	0.9	0	2	5	-4	-1	7	108
CC1CCCC(C)N1C(=O)COC(=O)C12CC3CC(CC(Cl)(C3)C1)C2 (configuration not stated)	-5	3.1	nt	nt	nt	nt	2	nt	109
COC(=O)c1ccccc1NC(=S)N1CCN(c2ccccn2)CC1	8	1.6	5	-5	-1	9	-7	-2	89
Cc1cc(C)cc(NC(=O)C(=O)NCC2CCCN2S(=O)(=O)c2cccs2)c1 (configuration not stated)	-12	0.4	0	8	1	-11	2	-28	106
N#Cc1c(NC(=O)CSc2ncn(-c3ccccc3)n2)sc2c1CCCC2	-6	-2.4	-3	7	5	-13	-4	-4	92
CCOc1ccc2nc(NC(=O)CCn3cccc3)sc2c1	-8	-2.8	-1	22	-2	-10	1	5	109
CC(Cc1ccccc1)NC(=O)CSc1nc2nc3c(cc2c(=O)n1-c1ccccc1)COC(C)(C)C3 (configuration not stated)	15	-0.6	0	0	0	18	0	5	83
Cc1ccccc1OCCNC(=O)c1ccc2ccccc2n1	-15	3.1	-2	-7	0	-11	1	-23	108
CCCCNC(=O)NNC(=O)c1ccc(F)cc1	4	1.5	-2	-8	2	-6	2	-2	111
CCCCCNC(=O)C1CCC(Cn2c(=S)[nH]c3ccccc3c2=O)CC1 (configuration not stated)	-3	0.0	-4	12	-8	44*	-3	-15	103
O=C(N/N=C/c1ccccc1OCc1ccccc1)c1cccs1	-13	2.0	-1	2	-2	-6	5	5	97
O=C(C1CC1)N1CCN=C1SCc1cccc(C(F)(F)F)c1	-11	3.5	-7	-9	3	7	-2	7	91
CC(=C1C(=O)c2ccccc2C1=O)N1CCN(C/C=C/c2ccccc2)CC1	4	-0.6	3	5	-2	7	1	4	103
COc1ccccc1NC(=O)Cc1nnc(SCC(=O)Nc2ccccc2F)n1C	-2	-1.8	-1	-2	-4	8	-2	3	82
CN(C)c1ccc(/C=N/NC(=O)c2ccc(Cn3cc(Br)cn3)o2)cc1	2	-1.8	1	-10	10	3	-3	0	98
CCN(CC)CCNc1nc(-c2ccc(OC(F)F)cc2)c(C)s1	-2	1.0	0	-3	0	0	0	-1	92
COC(=O)c1ccccc1NC(=O)c1ccc(COc2cccc3ccccc23)o1	-11	4.2	1	5	-1	-3	25*	-4	89
CC(=O)Nc1ccc(Sc2ccccc2C(=O)O)cn1	-11	-1.3	1	-4	-2	-9	-2	10	90
CCOC(=O)c1c(NC(=O)C2C3C=CC(C3)C2C(=O)O)sc2c1CCCC2 (configuration not stated)	-8	0.1	-5	8	3	0	0	8	97
CCN(CC)CCCN1C(=O)c2oc3ccccc3c(=O)c2C1c1cccc(OC)c1OC (configuration not stated)	-6	1.9	3	2	0	4	1	-2	88
CCCCOCP(=O)(CCCC)COCCCC	0	4.7	1	1	1	-9	1	17	86
COc1ccc(NC(=O)/C(C#N)=C\c2cc(C)n(-c3ccc(Oc4ccc([N+](=O)[O-])cn4)cc3)c2C)cc1	13	2.1	0	28	0	-4	1	-4	100
COc1ccccc1C(=O)Nc1ccc2c(c1)nc(CCNC(=O)c1ccccc1)n2C	-1	0.3	0	0	-1	7	0	-2	110
COc1ccc(C2CC(c3ccc([N+](=O)[O-])cc3)=NN2C(=O)c2ccccc2)cc1OC (configuration not stated)	-10	4.1	-1	5	4	-12	-3	0	85
CC(=O)c1cccc(N(CC(=O)Nc2cc(C)cc(C)c2)S(C)(=O)=O)c1	15	-2.0	-3	5	1	6	-1	34	88
O=C(NCc1ccco1)c1ccccc1NS(=O)(=O)c1cccs1	-5	3.2	-5	-4	0	-7	1	0	99
CCCn1c(CN2CCN(C(=O)OCC)CC2)nc2cc(NC(=O)C(C)C)ccc21	10	-2.2	0	7	7	-5	-2	0	100
CCOC(=O)C1CCCN(C(=O)Nc2cccc(Cl)c2)C1 (configuration not stated)	24	-0.1	-3	-2	-3	13	-4	10	97
COc1ccc(NCc2nnc(SCc3ccccc3)n2-c2ccc(OC)cc2)cc1	-9	4.8	3	2	2	-2	2	19	100
CCOC(=O)c1c(C)[nH]c(C(=O)CN2C(=O)NC(C)(CC(C)C)C2=O)c1C (configuration not stated)	0	-0.7	-6	-5	6	-2	2	-16	84
CSc1nc2ccccc2s1	-15	0.8	0	4	-1	-11	-10	5	81
CCCCn1c(SC(C)C(=O)c2ccc(OC)cc2)nc2cc(S(N)(=O)=O)ccc21 (configuration not stated)	1	2.9	-1	0	3	6	-3	-2	85
COc1ccccc1-n1c(SCC(=O)Nc2ccccc2F)nc2[nH]ncc2c1=O	5	-0.8	0	-5	-5	3	-3	-1	121
O=C(Cc1cccs1)NNC(=S)NCc1ccc(Cl)cc1	-6	2.5	-6	-3	-4	-8	0	-18	94
CCOc1ccc2ncc(C(=O)c3ccc(OC)cc3)c(N3CCN(CC)CC3)c2c1	-6	1.8	-3	-2	2	6	-2	1	104
CCOC(=O)N1CCC(NC(=O)C2CCN(C(=O)c3cc4sccc4n3CC)CC2)CC1	7	-2.8	-1	-5	-4	-4	-4	-2	104
O=C(NCc1ccc2c(c1)OCO2)c1nc(S(=O)(=O)Cc2ccccc2F)ncc1Cl	-1	-1.1	0	10	-3	4	-3	-10	152
Cc1ccc2c(c1)c(C1=c3ccccc3=NC1=O)c(O)n2C	-16	4.2	3	-3	-1	1	-2	-1	100
O=C(Nc1nnc(SCc2c(Cl)cccc2Cl)s1)C1CC(=O)N(c2ccc3c(c2)OCCO3)C1 (configuration not stated)	-13	-2.5	1	32	1	4	1	0	133
COc1ccc(NC(C)=O)cc1NC(C)C(=O)Nc1ccc(F)cc1 (configuration not stated)	5	1.3	-9	-1	-4	-4	5	26	104

# Next compounds.
SMILES	ZTA DNA inh	PP5 primary	TPT1 inh	HCV core dimer	CTSL1 counter	EBNA-1 inh	PP1 counter	JMJD2C inh	Yeast superoxide
COc1ccc(C2(CNC(=O)Cc3ccccc3)CCCC2)cc1OC	4	-0.9	1	2	-1	12	-3	5	100
S=C1NC[C@H](Cc2cccc3ccccc23)N1CC1CCCCC1	8	2.5	2	-8	0	9	-1	3	111
Cc1c(C(=O)NCCc2ccccc2)oc2ccc(S(=O)(=O)N3CCC4(CC3)OCCO4)cc12	14	2.5	5	14	0	1	1	-6	104
CC(=O)c1cccc(NC(=O)C2CCN(S(=O)(=O)c3ccc(C)cc3)CC2)c1	-5	1.2	-3	1	0	-12	-1	3&-4	102
Cc1ccc(S(=O)(=O)N(CC(=O)Nc2ccccc2)C(=O)N2CCN(C)CC2)cc1	-8	-0.7	1	-3	-1	-9	-6	-11	108
CCc1nnc(NC(=O)CSc2nnc(-c3ccoc3C)n2-c2ccc(C)cc2)s1	3	0.8	12	20	-1	3	3	5	95
O=C(c1cccnc1)n1nc(NCc2ccccc2)nc1NCc1ccccc1	-19	4.8	-1	2	-7	-13	-5	-4	102
CCCCn1c(N)c(N(CC(C)C)C(=O)c2cc(S(=O)(=O)N3CCOCC3)ccc2Cl)c(=O)[nH]c1=O	-1	-0.3	-6	-5	-2	-1	-2	-13	84
CC(C)CC(=O)Nc1c(C(=O)N2CCN(Cc3ccccc3)CC2)oc2ccccc12	1	3.4	-3	6	-2	4	0	2	92
COc1cc(C(=O)Nn2c(CC(C)C)nc3ccccc3c2=O)cc(OC)c1OC	-8	-0.3	-3	-5	-2	3	-1	10	94
CCN(CC)CCNc1nc2cc(OC)c(OC)cc2c2nc(-c3ccccc3)nn12	6	-0.8	-3	-1	1	4	0	-7	103
S=C(NCCc1ccc(Cl)cc1)Nc1ccc(Cl)cc1Cl	-1	3.7	-2	-8	-1	-1	5	-8	93
COc1cccc(C2c3[nH]c4ccccc4c3CCN2C(=O)Cn2cncn2)c1OC (configuration not stated)	12	4.8	4	-3	3	-18	-5	9	111
CC(C)NC(=O)CSc1nnc(CNC(=O)OC(C)(C)C)n1C	-1	0.7	-1	-1	0	-1	-2	3	116
FC(F)(F)c1nnc2c(Sc3ccccn3)nc3ccccc3n12	-15	-1.0	1	5	2	-8	1	13	98
CCCC(=O)c1c[nH]c(C(=O)NCc2cccnc2)c1	5	1.0	1	0	0	1	-1	7	91
COc1ccc(/C=N/Nc2ncnc3c2[nH]c2ccccc23)c(OC)c1OC	-2	0.1	2	4	1	-7	3	-13	98
Cc1ccc(NC(=O)CSc2nnc(-c3ccc(S(=O)(=O)N4CCOCC4)cc3)n2C)cc1	5	-1.9	1	6	1	0	0	-6&-2	95

# Bioassay records as filed in PubChem.
